Rev-erbA mod: Rev-erb alpha (human) modulation | P20393 | Rev-erbα–FITC-DNA binding, fluorescence polarization, 90 min | activity, % at 10 µM | hit rate 0.79% among 370,000;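 active = activity above about 14%, limit read from the data; passing the limit was not always enough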;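 also: 0% = DMSO wells with 35 nM protein and 100% = DMSO wells with 750 nM protein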
Target sequence (P20393 whole entry, looked up): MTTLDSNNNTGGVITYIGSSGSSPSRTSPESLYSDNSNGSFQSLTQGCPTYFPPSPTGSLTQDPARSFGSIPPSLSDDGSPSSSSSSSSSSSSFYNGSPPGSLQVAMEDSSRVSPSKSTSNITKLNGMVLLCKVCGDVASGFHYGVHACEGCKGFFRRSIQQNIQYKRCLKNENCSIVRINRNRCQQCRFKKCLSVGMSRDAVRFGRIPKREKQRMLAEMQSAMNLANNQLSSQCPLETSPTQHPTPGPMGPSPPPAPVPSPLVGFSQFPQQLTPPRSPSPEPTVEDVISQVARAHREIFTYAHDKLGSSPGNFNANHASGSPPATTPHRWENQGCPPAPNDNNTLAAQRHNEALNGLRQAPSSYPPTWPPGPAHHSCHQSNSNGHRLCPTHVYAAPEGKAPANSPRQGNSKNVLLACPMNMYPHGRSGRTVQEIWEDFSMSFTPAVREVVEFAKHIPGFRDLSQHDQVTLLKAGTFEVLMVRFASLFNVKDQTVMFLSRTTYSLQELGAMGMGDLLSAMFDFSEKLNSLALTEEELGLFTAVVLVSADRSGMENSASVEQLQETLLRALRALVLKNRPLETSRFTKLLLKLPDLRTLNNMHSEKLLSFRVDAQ
MBD2 DNA inh: inhibitors of human MBD2 binding to methylated oligonucleotide; TR-FRET; inhibition, % at 4.4 µM; hit rate 0.31% among 370,000; in the data active = inhibition above about 13%
LEDGF integ inh: blocks HIV-1 LEDGF/p75-dependent DNA integration | TR-FRET IN-LEDGF/p75 DNA integration, Eu/Cy5 | inhibition, % at 3.7 µM | hit rate 0.64% among 370,000 | AID 743269;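 active = inhibition above the screen-wide mean plus 3 SD, cut at about 13% in these data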;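 also: signal is the Cy5 over europium emission ratio at 671 and 618 nm; 0% = plate median of compound wells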
UHRF1 MBD2 ctr: human UHRF1 methylated DNA binding inhibitors; Q96T88; UHRF1 binding to methylated oligo, TR-FRET; inhibition, % at 4.4 µM; hit rate 0.75% among 370,000; in the data active = inhibition above about 21%;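 also: UHRF1 SRA domain binding a hemimethylated CpG hairpin DNA probe; 0% = median of test compound wells and 100% = reference inhibitor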
rCAG RNA binder: binds r(CAG) RNA repeats; r(CAG) RNA repeat, TO-PRO-1 dye displacement fluorescence; inhibition, % at 3 µM; hit rate 1.3% among 370,000;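 active = inhibition above the plate cutoff, the mean of all test compounds on that plate plus 3 SD, cut at about 35% in these data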;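 also: 0% = DMSO alone and 100% = 100 µM mitoxantrone as full dye displacement; higher means more dye released from RNA so lower well fluorescence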
TCR CD3 inh: human TCR-CD3 binding inhibition; inhibition, % at 9.4 µM; hit rate 0.37% among 360,000; TAMRA-labeled TCR probe fluorescence, biochemical; in the data active = inhibition above about 19%;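 also: recombinant mutant TCR 2C K166C tagged with TAMRA read by polarization; 0% = receptor in buffer alone and 100% = receptor with positive control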
PRMT1 FP inh: inhibitors of human PRMT1 | Q99873 | recombinant PRMT1, activity-based probe fluorescence polarization | inhibition, % at 2.79 µM | hit rate 1.3% among 370,000 | AID 652257;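 active = inhibition above about 21% made by adding two undisclosed values, limit read from the data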
Target sequence (Q99873 whole entry, looked up): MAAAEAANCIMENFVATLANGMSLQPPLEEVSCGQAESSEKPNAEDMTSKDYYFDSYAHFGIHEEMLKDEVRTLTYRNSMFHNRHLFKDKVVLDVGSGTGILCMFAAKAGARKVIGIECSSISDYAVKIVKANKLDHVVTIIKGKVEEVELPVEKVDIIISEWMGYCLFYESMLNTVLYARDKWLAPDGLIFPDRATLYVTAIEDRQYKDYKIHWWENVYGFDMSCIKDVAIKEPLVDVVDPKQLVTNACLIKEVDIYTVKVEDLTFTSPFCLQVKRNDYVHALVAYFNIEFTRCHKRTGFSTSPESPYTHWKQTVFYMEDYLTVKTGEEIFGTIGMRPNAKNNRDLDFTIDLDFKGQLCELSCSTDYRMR
PG9 Ab binder: small molecules binding HIV-1 gp120 antibody PG9 | AID 624416 | hit rate 0.43% among 360,000 | TR-FRET gp120-PG9 antibody binding | inhibition, % at 6.7 µM; in the data active = inhibition above about 8.5%
HTRA1 inhibitor: inhibitors of human serine peptidase HTRA1 | Q92743 | recombinant HTRA1, FP-rhodamine activity-based probe, fluorescence polarization | inhibition, % at 5.96 µM | hit rate 0.5% among 340,000 | AID 504803; in the data active = inhibition above about 36%;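 also: 0% = enzyme with DMSO and 100% = wells lacking enzyme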
mABHD4 FP: inhibitors of mouse ABHD4; purified mABHD4, FP-Rh probe fluorescence polarization; hit rate 0.54% among 370,000; Q8VD66; inhibition, % at 8.92 µM;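 active = inhibition exceeding the mean over every tested compound plus 3 SD, cut at about 30% in these data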;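 also: 0% = plate median of compound wells and 100% = S159A mutant with DMSO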
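Assay system: mouse ABHD4 enzyme, wild type / Also added: fluorescent activity-based probe FP-Rh / Doses: single nominal dose of 8.92 µM, 0.89% DMSO final / Timing: 45 min compound pre-incubation plus 60 min probe step, 25 °C / Signal: FP readout, ex 525 nm / em 598 nm / Control set: S159A mutant/DMSO as 100%, compound-well median as 0%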
The depositor's hits bear a star; x = no result given. Not all compounds are listed; the hit share may differ from the screen's.

Values run as follows: HTRA1 inhibitor	TCR CD3 inh	rCAG RNA binder	LEDGF integ inh	PG9 Ab binder	mABHD4 FP	UHRF1 MBD2 ctr	PRMT1 FP inh	Rev-erbA mod	MBD2 DNA inh
O=CN1CCC(=O)N(Cc2ccccc2)c2ccccc21
    4	6	-3	2	-2.3	0	3	0	-2	-4
O=C(Nc1ccc(Cl)cc1C(=O)NCC1CCCO1)c1ccco1 (stereo unspecified)
    -3	4	-3	3	-2.8	2	-3	0	-5	2
Cc1ccc(OC[C@H](O)[C@H](C)NC(C)C)c2c1CCC2
    5	0	8	1	-1.5	0	0	-1	-5	-6
O=C(CN1C(=O)C2CC=CCC2C1=O)OCCN1C(=O)c2ccccc2C1=O (stereo unspecified)
    2	9	-1	1	-1.7	6	-1	1	0	-4
Cc1ccc(NC(=O)COC(=O)CN2CSCC2=O)cc1C
    1	-5	1	-5	1.6	-1	0	6	-5	1
COc1ccc(N(CC(=O)NC2CCCCCC2)S(=O)(=O)c2ccccc2)cc1Cl
    0	-8	0	0	0.1	5	0	2	1	-1
O=C(Nc1ccc(Cl)cn1)c1cc2c(s1)-c1ccccc1OC2
    -15	5	5	2	0.4	-6	17	-2	30*	0
Cc1cccc2cc(CN(CC3CCCO3)C(=O)c3ccco3)c(=O)[nH]c12 (stereo unspecified)
    3	7	3	-4	-2.2	-6	1	2	-4	-3
CCN(CC)CCN(C(=O)c1ccc2c(c1)OCCO2)c1nc2cc(C)cc(C)c2s1
    -14	-3	-5	1	0.7	4	-2	0	-1	-3
COc1ccc(S[C@]2(C(=O)N3CCN(c4ncccn4)CC3)CC(=O)N(S(=O)(=O)c3ccc(F)cc3)[C@@H]2c2ccc(OC)cc2)cc1
    x	x	12	3	x	-7	5	6	3	-3
Cn1cccc1C(=O)NC(=O)COC(=O)CC12CC3CC(CC(Br)(C3)C1)C2
    -1	-5	-3	-4	-0.3	-3	-1	1	4	-1
CCC(CC)C(=O)Nc1ccc(Sc2ccc([N+](=O)[O-])cc2)cc1
    -12	2	2	3	-0.4	-16	-1	-3	-1	-1
Cc1cc(NC(=O)C(C)SCC(=O)N(C)Cc2c(F)cccc2Cl)no1 (stereo unspecified)
    4	7	0	1	0.2	-2	10	-2	5	-2
O=C(N/N=C/C(Cl)=C/c1ccccc1)c1cnccn1
    7	-6	-5	-5	-1.5	4	-3	1	4	2
COc1cc2ccccc2cc1C(=O)Nc1nnc(-c2ccncc2)o1
    -2	5	4	-2	-1.6	4	-3	0	-3	-1
Cc1cccc(OCC(=O)Nc2ccc(N3CCN(C(=O)c4ccccc4)CC3)cc2)c1C
    -3	3	0	-1	-3.2	1	0	-6	-8	-5
CCC(CC)c1nnc(NC(=O)c2ccc(N3CCCC3=O)cc2)s1
    -1	-3	3	6	0.1	-1	1	-4	-7	-4
CCOc1ccccc1C1C(C#N)=C(N)N(N(C)C)C2=C1C(=O)CCC2 (stereo unspecified)
    1	-1	-1	2	-1.4	-4	0	-1	-1	-1
Cc1[nH]nc2c1C(c1ccc(Br)cc1)N(Cc1ccccc1)C2=O (stereo unspecified)
    x	4	3	3	-3.0	-14	-2	-2	-8	-5
CCOc1ccc(CCNC(=O)c2nnn(CC(=O)Nc3ccccc3C)c2N)cc1OCC
    2	4	-3	3	0.1	3	-3	-2	0	-4
CC1Cc2ccccc2N1S(=O)(=O)c1cccc(C(=O)NCC(c2ccco2)N2CCCC2)c1 (stereo unspecified)
    -12	-6	-6	-2	-1.2	-4	0	1	0	1
Cc1sc2ncnc(N3CCCC(C)C3)c2c1C (stereo unspecified)
    -1	-15	2	7	-0.6	-4	6	-2	4	4
CCOC(=O)CC[C@@]1(C(=O)OCC)C[C@@H](CC(=O)NCCCOC)C(=O)N2CCCC=C21
    x	x	2	-4	x	0	-1	2	0	1
COc1cccc(NC(=O)CN(C)C(C)C(=O)N2CCCCC2)c1 (stereo unspecified)
    4	-4	4	12	2.5	2	4	15	-6	5
Cc1ccc(S(=O)(=O)CCc2nnc(N)s2)cc1C
    -3	3	2	4	0.6	5	0	1	4	-4
c1ccc(C(c2nnnn2Cc2ccco2)N2CCN(C3CCCC3)CC2)cc1 (stereo unspecified)
    -2	-2	-8	-2	-1.4	2	3	3	-5	1
COc1cccc(CNC(=O)c2cccnc2Sc2ccc(Cl)cc2)c1
    -2	1	-3	0	15*	-2	1	4	0	4
C=CCNC(=O)C1CC(=O)N(c2ccc(Br)cc2)C1 (stereo unspecified)
    6	7	2	0	0.9	1	-2	-1	6	-1
CCOC(=O)C(=CNc1cc(C)ccn1)C(=O)OCC
    -1	7	-6	-2	-1.3	-3	-3	-3	-4	2
O=C(CSc1ccccn1)N1CCNC1=O
    -4	4	4	-1	-1.5	-4	-1	-1	-6	1
CCc1nnc(NC(=O)CSc2nccn2-c2ccccc2)s1
    0	-1	-4	4	0.5	1	4	2	-3	3
CC(=O)c1ccc(N2CCN(C(=O)Cc3ccccc3)CC2)c(F)c1
    4	8	-7	3	-2.6	6	-2	-4	-3	1
COc1ccccc1N1CCN(C(=O)COc2ccc(C)cc2Br)CC1
    -8	-6	-7	3	-0.8	-6	7	3	7	0
COc1cc2c(cc1OC)-c1cc(NC3CCCC3)nc(=O)n1CC2
    0	6	5	-2	-2.5	0	0	2	-3	0
Cn1c(Sc2ccc([N+](=O)[O-])cc2C(F)(F)F)nnc1-c1ccccc1
    -10	3	-6	0	0.8	2	0	-2	1	-3
Cc1ccc(-c2cc(C(F)F)n3ncc(C(=O)N4CCN5CCCC5C4)c3n2)cc1 (stereo unspecified)
    -2	10	-2	0	-0.9	-3	-3	0	2	3
Cc1nc2ccc(C(=O)N3c4ccccc4CC3C)cc2s1 (stereo unspecified)
    2	9	-4	-2	-0.5	3	23*	2	4	5
Cc1ccc(NC(=O)COC(=O)Cn2cnc3ccccc32)cc1S(=O)(=O)N(C)C
    1	1	3	-6	0.0	0	3	3	-1	4
C=CCn1c(SCCN2CCOCC2)nc2c1c(=O)[nH]c(=O)n2C
    3	0	-2	0	-1.3	7	1	2	0	0
NC(=O)C1CCN(Cc2nc3c(Br)cc(Br)cc3c(=O)[nH]2)CC1
    -5	11	2	1	7.1	2	0	0	0	-2
CSc1nc2ccc(NS(=O)(=O)c3ccc([N+](=O)[O-])cc3)cc2s1
    x	4	17	-2	-2.6	0	1	4	2	4
O=C(Cc1ccccc1[N+](=O)[O-])N1CCN(S(=O)(=O)c2ccccc2)CC1
    0	-3	-1	-4	-1.4	-1	0	1	-2	0
COc1ccc(C(=O)Nc2c(O)ccc3ccccc23)cc1OC
    -1	4	2	-2	1.4	1	-3	4	-4	-9
COc1cc(/C=C2/C(=O)ON=C2C)ccc1OCc1ccccc1F
    -4	-1	4	0	-0.6	6	-2	0	3	-3
CCCc1nn2c(=O)cc(COc3ccc(NC(=O)c4ccco4)cc3)nc2s1
    2	3	0	2	-2.1	-2	-2	-7	-6	-5
Cc1nnc(N2C(=O)C(=O)/C(=C(\O)c3ccc4c(c3)CC(C)O4)C2c2ccccc2)s1 (stereo unspecified)
    6	12	5	-2	-1.8	1	-2	1	5	-2
Cc1nc(N2CCN(Cc3ccc(Cl)cc3)CC2)c2oc3ccccc3c2n1
    -30	-5	1	-2	-0.9	-14	0	3	-1	6
CSCCC(NC(=O)CCC(=O)OCC(=O)[C@@]1(O)CCC2[C@@H]3CCC4=CC(=O)C=C[C@]4(C)C3[C@@H](O)C[C@@]21C)C(=O)O (stereo partly specified)
    -1	4	8	-4	0.0	14	-1	1	3	5
CCN1/C(=N\N)c2cccc3cccc1c23
    -2	-14	0	-1	-0.3	-49	-4	5	4	-4
O=[N+]([O-])c1ccc(S(=O)(=O)N2CCN(c3ccccn3)CC2)cc1
    7	-5	-3	-5	-0.5	-2	1	2	1	6

Continuation:
Values run as follows: HTRA1 inhibitor	TCR CD3 inh	rCAG RNA binder	LEDGF integ inh	PG9 Ab binder	mABHD4 FP	UHRF1 MBD2 ctr	PRMT1 FP inh	Rev-erbA mod	MBD2 DNA inh
CCOC(=O)c1cnc2c(C(=O)OCC)cnn2c1N
    x	-4	3	6	1.9	-10	2	-6	-5	-5
Cn1c(=O)cc(OCC(=O)NC2CCCCC2)c2ccccc21
    -6	0	-4	-1	-2.0	-4	-1	-5	-1	0
O=C(Cc1ccc(Cl)c(Cl)c1)N1CCOCC1
    0	3	-3	3	-0.4	3	3	-4	-3	-3
Cc1nn(-c2cccc(C(F)(F)F)c2)c(=O)c2ccccc12
    -10	-3	-2	0	-1.3	-3	0	-1	0	2
O=C(O)c1ccc(-n2nnnc2SCc2ccccc2Br)cc1
    -11	-3	7	1	0.8	-7	-3	-1	6	-3
OCCNCCCCOc1ccc(F)cc1
    4	-1	-4	-4	0.3	5	1	1	-3	-4
CN(C)S(=O)(=O)c1ccc(C(=O)Nc2ccc3nc(N4CCOCC4)sc3c2)cc1
    1	4	-2	4	-2.2	-9	-2	0	-5	-3
CCCOc1ccccc1/C=C1\SC(N)=NC1=O
    -5	1	10	4	-0.6	-5	3	-2	-1	-3
COc1ccc(N(CC(=O)NCc2ccc3c(c2)OCO3)S(=O)(=O)c2ccc(O)c(C(=O)O)c2)cc1
    2	2	18	2	-0.5	-7	-1	-2	-6	3
CCCCCNC(=O)[C@@H]1CSC2c3ccccc3C(=O)N21 (stereo partly specified)
    7	-8	3	2	1.7	-17	-1	4	-3	-7
CC(=O)NS(=O)(=O)c1ccc(NS(=O)(=O)c2ccc3ccccc3c2)cc1
    0	5	3	-1	0.8	2	-1	-3	4	3
CCCc1nc2ccccc2c(C(=O)OCC(=O)NCc2ccc3c(c2)OCO3)c1CC
    -27	5	-4	3	-0.2	-12	-2	-3	0	-2
C[n+]1cccc(NC(=O)c2ccccc2)c1
    x	6	2	1	0.5	1	0	-4	-1	2
COCCNC(=O)C12CC3CC(CC(Cl)(C3)C1)C2
    x	-4	-3	1	-2.4	-10	5	9	-4	7
COc1cccc(NC(=S)N2CCN(S(C)(=O)=O)CC2)c1
    9	-3	3	2	-0.3	-4	1	-1	3	-2
Cc1ccc(C(=O)Nc2ccccc2-c2ccccc2)cc1[N+](=O)[O-]
    -14	2	-3	-2	-3.4	-8	-2	-3	-4	-3
CCN1CCN(CCC(=O)Nc2cc(OC)cc(OC)c2)CC1
    0	5	-1	4	-2.4	0	-4	-1	0	1
Cc1[nH]c2ccccc2c1C(=O)CN1C(=O)C(=O)N(Cc2ccco2)C1=O
    1	-3	15	2	-1.7	-12	3	11	-1	13
COc1ccc(NC(=O)COC(=O)CCc2cc(OC)c(OC)c(OC)c2)c([N+](=O)[O-])c1
    8	-11	-2	6	0.9	-4	4	5	-1	9
S=C1NC2(CCCCCC2)NN1c1ccccc1
    x	-8	4	4	1.0	-3	1	3	-12	-2
Cc1ccc(CCNc2ccccc2C)cn1
    2	-4	0	-6	-0.2	3	-1	-4	0	1
O=C(CSc1ncccn1)N1CCN(S(=O)(=O)c2ccccc2)CC1
    4	-3	-4	2	0.0	-2	7	0	-6	-2

Whole records, looked up by structure. Order of screens: HTRA1 inhibitor, TCR CD3 inh, rCAG RNA binder, LEDGF integ inh, PG9 Ab binder, mABHD4 FP, UHRF1 MBD2 ctr, PRMT1 FP inh, Rev-erbA mod, MBD2 DNA inh
Results for Cc1[nH]c2ccccc2c1C(=O)CN1C(=O)C(=O)N(Cc2ccco2)C1=O → 1, -3, 15, 2, -1.7, -12, 3, 11, -1, 13
Results for CCCc1nc2ccccc2c(C(=O)OCC(=O)NCc2ccc3c(c2)OCO3)c1CC → -27, 5, -4, 3, -0.2, -12, -2, -3, 0, -2

Screens deposited in PubChem by several laboratories.
